# High-throughput results (PubChem)
# Mcl-1 Bim block: human Bim-Mcl-1 interaction inhibition; Q07820; Bead-based flow cytometry, Bim peptide-Mcl-1 binding; inhibition, % at 10 µM; 190,000 tested, 0.1% active; AID 1009;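 also: 0% = no compound tracer wells and 100% = peptide blocker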
# Target sequence (Q07820 whole entry, looked up): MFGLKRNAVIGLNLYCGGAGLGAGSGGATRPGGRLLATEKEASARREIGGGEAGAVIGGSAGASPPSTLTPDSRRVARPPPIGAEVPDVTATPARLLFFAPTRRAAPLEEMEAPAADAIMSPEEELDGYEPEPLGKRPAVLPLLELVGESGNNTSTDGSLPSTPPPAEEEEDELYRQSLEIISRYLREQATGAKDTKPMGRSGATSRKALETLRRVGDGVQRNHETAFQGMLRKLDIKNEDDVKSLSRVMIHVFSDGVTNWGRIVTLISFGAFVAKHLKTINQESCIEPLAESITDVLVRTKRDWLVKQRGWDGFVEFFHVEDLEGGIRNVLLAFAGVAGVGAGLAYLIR
# Bim-Bcl-2: disrupts Bim peptide binding to human Bcl-2 | 190,000 tested, 0.06% active | Bead-based flow cytometry, Bim peptide-Bcl-2 binding | P10415 | inhibition, % at 10 µM; in the data active = inhibition above about 40%; inconclusive = no clear call, values can overlap the other calls;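 also: 0% = no compound wells with probe peptide and 100% = reference peptide inhibitor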
# Target sequence (P10415 whole entry, looked up): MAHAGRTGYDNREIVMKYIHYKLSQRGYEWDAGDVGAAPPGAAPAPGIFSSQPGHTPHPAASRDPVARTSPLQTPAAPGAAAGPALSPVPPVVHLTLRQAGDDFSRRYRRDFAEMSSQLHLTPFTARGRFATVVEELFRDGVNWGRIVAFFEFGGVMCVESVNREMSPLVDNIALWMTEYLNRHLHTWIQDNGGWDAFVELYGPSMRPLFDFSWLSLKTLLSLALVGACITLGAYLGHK
# GSH fluor: compound fluoresces at 488/530 nm on GSH beads; GSH beads flow cytometry, compound fluorescence 488/530 nm; stronger effect = higher value; fluorescence (KMESF) at 10 µM; 190,000 tested, 0.25% active; AID 1776; in the data active = fluorescence above about 89;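 also: glutathione beads carrying GST-tagged Bcl family fusion proteins plus one bare bead set; values are compound well signal with DMSO vehicle wells as background; inactives centre near 16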
# Bfl-1 Bim block: disrupts Bim binding to human Bfl-1; Q16548; Bead-based flow cytometry, Bim-Bfl-1 binding inhibition; inhibition, % at 10 µM; 190,000 tested, 0.12% active; AID 1008;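 also: 0% = wells without compound plus tracer and 100% = blocker peptide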
# Bim-Bcl-B: inhibitors of Bim-Bcl-B interaction, human; Q9HD36; bead-based flow cytometry, Bim peptide-Bcl-B binding; inhibition, % at 10 µM; 190,000 tested, 0.073% active;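 also: 0% = tracer peptide without compound and 100% = reference inhibitor peptide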
# Target sequence (Q9HD36 whole entry, looked up): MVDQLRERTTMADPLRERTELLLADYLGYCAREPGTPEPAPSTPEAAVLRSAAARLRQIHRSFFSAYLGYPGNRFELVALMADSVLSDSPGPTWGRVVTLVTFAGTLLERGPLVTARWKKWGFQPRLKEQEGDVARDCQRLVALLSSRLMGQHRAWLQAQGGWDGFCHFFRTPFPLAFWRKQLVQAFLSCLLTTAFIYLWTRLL
# RGS8-Gao: regulators of human RGS8-Galphao interaction. 220,000 tested, 0.34% active. response (percent of control binding), % at 10 µM. multiplexed bead flow cytometry, RGS8-Galphao binding; actives lie on both sides. P09471. AID 1423; in the data active = response below about 60% or above about 140%; inactive = in between;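 also: Galphao activated as the GDP aluminium fluoride complex binding bead-coupled RGS8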
# RGS7-Gao reg: regulators of human RGS7-Galphao interaction; P09471; Multiplexed bead flow cytometry, RGS7-Galphao binding; actives lie on both sides; binding response (% of control), % at 10 µM; 220,000 tested, 0.35% active; AID 1439; in the data active = binding response below about 49% or above about 150%; inconclusive = no clear call, values can overlap the other calls; inactive = in between;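 also: fluorescent Galphao held in activated GDP-AlF4 state binding bead-coupled RGS7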
# Bim-Bcl-W: human Bim-Bcl-W interaction inhibition. Q92843. bead-based flow cytometry, Bim peptide-Bcl-W binding. inhibition, % at 10 µM. 190,000 tested, 0.02% active. AID 952;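 also: 0% = bound tracer without compound and 100% = peptide blocker; higher means less fluorescent Bim peptide bound to Bcl-W beads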
# Target sequence (Q92843 whole entry, looked up): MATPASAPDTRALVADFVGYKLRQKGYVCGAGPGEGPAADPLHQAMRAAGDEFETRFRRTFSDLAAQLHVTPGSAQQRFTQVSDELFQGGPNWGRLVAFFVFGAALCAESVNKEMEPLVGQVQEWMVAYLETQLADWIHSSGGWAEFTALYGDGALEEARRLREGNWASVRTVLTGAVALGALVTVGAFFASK
# Bcl-XL Bim block: disrupts Bim peptide binding to human Bcl-XL; 190,000 tested, 0.04% active; bead flow cytometry, fluorescence; AID 1007; inhibition, % at 10 µM; Q07817
# RGS4-Gao reg: modulates binding of RGS4 to human Galphao; P09471; binding response (% of control), % at 10 µM; Multiplexed bead flow cytometry; actives lie on both sides; 220,000 tested, 0.33% active; in the data active = binding response below about 49% or above about 150%; inactive = in between;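 also: fluorescent Galphao activated with aluminum fluoride binding bead-coupled RGS4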
# Mcl1 Bid PPI: Mcl-1/Bid interaction inhibition. TR-FRET Mcl-1/Bid-Dy647 peptide binding, 1536-well. Q07820. 220,000 tested, 0.97% active. AID 1021. inhibition, % at 21.7 µM;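 active = compounds that cut the binding signal by more than half at the single screening dose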;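 also: His-tagged Mcl-1 with europium anti-His antibody binding Bid BH3 peptide; 0% = Mcl-1 plus peptide wells and 100% = peptide-only wells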
# * = called active by the depositor; ? = inconclusive; / = not tested or not shown. Rule as the data show it, unless noted: active = inhibition above about 40%.
SMILES,Mcl-1 Bim block,Bim-Bcl-2,GSH fluor,Bfl-1 Bim block,Bim-Bcl-B,RGS8-Gao,RGS7-Gao reg,Bim-Bcl-W,Bcl-XL Bim block,RGS4-Gao reg,Mcl1 Bid PPI
Cn1c(=O)cc(SCC(=O)NCCCN2CCN(c3ccccc3F)CC2)c2ccccc21,-4,-10,30,-25,-10,103,101,-5,-11,103,-7
COc1ccc(C(C)=O)cc1CSCCC(=O)O,3,-1,48,-7,-2,96,92,0,-2,94,-85
Cc1ccccc1-n1nc(C)c2c(C(=O)NN)cc(-c3ccncc3)nc21,-2,-3,12,-1,0,97,95,0,1,98,-6
Fc1c(F)c(F)c(N=Cc2ccc3ncccc3c2)c(F)c1F,2,-4,12,-10,-4,104,105,-1,-2,101,-8
NC(=O)CCC(NC(=O)c1ccc(Cl)cc1)C(=O)O (stereo not drawn),3,-1,16,-3,-3,103,105,0,-3,102,4
COc1ccc(C2CC(=O)Oc3c2c(=O)n(C)c2ccccc32)c(OC)c1OC (stereo not drawn),-5,-1,11,1,-3,97,100,-1,-3,102,-1
Cc1ccc(S(=O)(=O)NC(=O)c2cc(C)n(-c3cc(S(=O)(=O)N4CCOCC4)ccc3N3CCCC3)c2C)cc1,-1,-4,51,0,-8,98,96,5,1,93,4
COc1ccc(-c2[nH]ncc2CN(C)Cc2ccccn2)c(OC)c1,-2,-4,14,-1,-3,113,108,1,0,105,-45
COc1ccc(C(=O)NCc2nnc(SCC(=O)Nc3cc(C)cc(C)c3)o2)cc1OC,5,6,27,4,3,98,98,4,-3,102,-19
COc1ccc2nc(NC(=O)c3ccc4ncsc4c3)sc2c1,0,-3,14,-7,-8,98,103,-6,-8,100,16
Cc1ccc2nc(NC(=O)C3CC(=O)N(Cc4ccco4)C3)sc2c1 (stereo not drawn),-1,0,23,-3,-5,99,103,3,-2,101,-21
Cc1ccc(S(=O)(=O)CCSc2nc(C)cc(C(F)(F)F)c2C#N)cc1,/,?,37,/,/,107,102,/,/,104,-2
O=C(NCCc1cccs1)C1CC(c2ccc([N+](=O)[O-])cc2)=NO1 (stereo not drawn),0,0,23,-1,0,96,100,2,0,103,0
O=C1NC(CCc2ccccc2)C(=O)N1Cc1ccccc1Cl (stereo not drawn),17,9,14,22,8,113,94,16,20,94,95*
Cc1nn(C)c(Oc2cccc(Cl)c2)c1C=O,0,-1,25,0,-3,100,97,0,0,99,-35
N=c1n(Cc2ccccc2)c2ccccc2n1CC(O)COc1ccccc1 (stereo not drawn),1,-2,8,0,0,101,87,-2,0,87,64*
CC(C)CCN1CCN(Cc2cccc3nonc23)CC1CCO (stereo not drawn),0,2,13,-3,-10,98,91,-2,-5,99,-13
O=C(N1CCOCC1)C12CC3CC(C1)CC(n1cnc(Cl)n1)(C3)C2,-2,-1,12,-2,-5,102,102,-1,-4,102,-12
CCCC(=O)c1c[nH]c(C(=O)NCCc2ccccn2)c1,-5,-12,30,-16,-8,100,98,0,-4,101,-4
COc1ccc(S(=O)(=O)NCc2ccc3c(c2)cc(C)n3C)cc1,0,-2,15,-3,-2,99,100,2,-1,96,-30
Nc1nc(SCC(=O)N2N=C3/C(=C/c4ccco4)CCCC3C2c2ccco2)n[nH]1 (stereo not drawn),-5,-12,27,-16,-10,100,98,-4,-14,97,-105
CCn1c(COc2ccccc2C)nnc1SCC(=O)N1CCN(c2ccccc2)CC1,-4,-9,24,-11,-9,102,97,0,-11,98,-43
COc1ccc(OC)c(C2C(C(N)=O)=C(C)Nc3nc(CCCO)nn32)c1 (stereo not drawn),1,-7,23,-12,-4,101,97,2,-2,101,-3
CCOC(=O)c1cnc2cc3c(cn2c1=O)CCCC3,-1,0,21,-3,1,100,103,-1,-1,104,-29
COc1ccc(Cn2c(C(F)(F)F)ccc(C(N)=O)c2=O)cc1,0,-5,14,-6,-4,102,100,-4,-4,101,-8
Cc1cc(C)cc(Oc2nc(-c3ccccc3)cc(C)c2S(C)(=O)=O)c1,-1,0,8,0,-8,99,91,2,-3,91,-19
COc1cc2c(cc1NC(=O)/C=C/c1ccc([N+](=O)[O-])cc1)oc1ccccc12,-2,-10,11,-19,-7,101,97,-4,-2,98,5
CCn1c(CC(=O)Nc2ccc(C)cc2)n[nH]c1=S,-7,-5,16,-4,-40,104,103,-3,-7,99,-32
Cc1ncc(CN2CCN(CCc3ccccc3)C(CCO)C2)s1 (stereo not drawn),22,3,10,-4,-2,104,103,12,1,103,-28
COc1ccc(CNC(=O)COC(=O)c2ccccn2)cc1,0,-1,23,-3,-2,104,103,-1,-3,101,-12
Cc1cccc(C2c3[nH]c4ccccc4c3CCN2C(=O)c2cc3c([nH]c2=O)CCCC3)n1 (stereo not drawn),-2,1,14,-4,-4,94,98,-5,0,94,-33
CCOC(=O)c1cc2sccc2n1Cc1ccccc1,-4,-1,37,-2,-3,97,93,-3,-1,98,-4
CO/N=C(\Cn1ncc(N2CCCC2)c(Cl)c1=O)c1ccc(Cl)cc1,-1,-13,40,-12,-9,98,97,1,-3,100,4
CCOC(=O)C1CCCCN1Cc1ccc(C(F)(F)F)cc1 (stereo not drawn),1,-5,25,-11,-5,98,102,0,-1,105,39
COc1ccc(/C=N/NC(=O)CCOc2ccccc2C)cc1OC,-5,-4,10,-2,-4,102,98,-3,-5,100,-20
Cc1ccc(-n2c(=S)[nH]c3nc4c(cc3c2=O)COC(C)(C)C4)cc1,-3,-8,11,-12,-7,100,101,-6,-8,102,-46

# Profiles from above. Order of screens: Mcl-1 Bim block	Bim-Bcl-2	GSH fluor	Bfl-1 Bim block	Bim-Bcl-B	RGS8-Gao	RGS7-Gao reg	Bim-Bcl-W	Bcl-XL Bim block	RGS4-Gao reg	Mcl1 Bid PPI
# Listed for Cc1ccc2nc(NC(=O)C3CC(=O)N(Cc4ccco4)C3)sc2c1 (stereo not drawn) = -1	0	23	-3	-5	99	103	3	-2	101	-21
# Listed for CCOC(=O)c1cnc2cc3c(cn2c1=O)CCCC3 = -1	0	21	-3	1	100	103	-1	-1	104	-29
# Listed for N=c1n(Cc2ccccc2)c2ccccc2n1CC(O)COc1ccccc1 (stereo not drawn) = 1	-2	8	0	0	101	87	-2	0	87	64*
# Listed for Cn1c(=O)cc(SCC(=O)NCCCN2CCN(c3ccccc3F)CC2)c2ccccc21 = -4	-10	30	-25	-10	103	101	-5	-11	103	-7
# Listed for CCOC(=O)c1cc2sccc2n1Cc1ccccc1 = -4	-1	37	-2	-3	97	93	-3	-1	98	-4

# Back to the main list; the 7 compounds before the break are reprinted first.
SMILES,Mcl-1 Bim block,Bim-Bcl-2,GSH fluor,Bfl-1 Bim block,Bim-Bcl-B,RGS8-Gao,RGS7-Gao reg,Bim-Bcl-W,Bcl-XL Bim block,RGS4-Gao reg,Mcl1 Bid PPI
COc1ccc(CNC(=O)COC(=O)c2ccccn2)cc1,0,-1,23,-3,-2,104,103,-1,-3,101,-12
Cc1cccc(C2c3[nH]c4ccccc4c3CCN2C(=O)c2cc3c([nH]c2=O)CCCC3)n1 (stereo not drawn),-2,1,14,-4,-4,94,98,-5,0,94,-33
CCOC(=O)c1cc2sccc2n1Cc1ccccc1,-4,-1,37,-2,-3,97,93,-3,-1,98,-4
CO/N=C(\Cn1ncc(N2CCCC2)c(Cl)c1=O)c1ccc(Cl)cc1,-1,-13,40,-12,-9,98,97,1,-3,100,4
CCOC(=O)C1CCCCN1Cc1ccc(C(F)(F)F)cc1 (stereo not drawn),1,-5,25,-11,-5,98,102,0,-1,105,39
COc1ccc(/C=N/NC(=O)CCOc2ccccc2C)cc1OC,-5,-4,10,-2,-4,102,98,-3,-5,100,-20
Cc1ccc(-n2c(=S)[nH]c3nc4c(cc3c2=O)COC(C)(C)C4)cc1,-3,-8,11,-12,-7,100,101,-6,-8,102,-46
CCOCCCn1c(=S)[nH]c2cc3c(cc2c1=O)OCO3,0,0,31,0,-4,100,101,1,-1,99,-35
COc1ccc(C)cc1S(=O)(=O)N(C)CC(=O)Nc1ccccc1,-4,-10,24,-1,-4,92,97,-4,-4,97,5
Cc1cccc(NC(=S)N(CCCN2CCOCC2)Cc2ccco2)c1,0,-2,12,-4,-3,100,97,-3,-4,96,-25
N=C(N)c1ccc(OCCCCCOc2ccc(C(=N)N)cc2)cc1,-2,1,23,0,-2,107,110,-3,-2,111,5
COc1cc2c(cc1OC)C(C(=O)NCCN(C)C)C(c1cccs1)N(C)C2=O (stereo not drawn),-6,-5,12,3,-2,101,102,-9,-3,98,-9
O=C(Cn1nnc(-c2ccccc2)n1)N/N=C/c1cc([N+](=O)[O-])ccc1O,0,-6,13,-8,-5,95,91,-3,-5,91,-18
CN(C)C(=S)SCC(=O)NCc1ccc(F)cc1,0,-1,16,-5,0,101,101,0,-2,99,-16
N#CC1=C(SCC(N)=O)NC2=C(C(=O)c3ccccc32)C1c1ccc(Cl)cc1 (stereo not drawn),-2,-9,20,-10,-3,103,98,0,-7,98,-4
CC1CCCC(C)N1CCCNC(=O)c1cc2c(=O)n(C)c3ccccc3c2n1C (stereo not drawn),0,-6,19,-8,-3,99,99,2,-4,98,-20
COc1ccc(/C=N/NC(=O)c2ccc(N(C)S(=O)(=O)c3ccccc3)cc2)c(OC)c1,-6,-3,16,-9,-15,113,108,-7,-10,110,0
CCn1ncc(/C=N\NC(=O)COc2ccccc2)c1C,-3,0,8,-1,-4,87,96,-1,-4,92,-5
CCOC(=O)N1CCN(C(=O)C2CCC(CNS(=O)(=O)c3ccccc3)CC2)CC1 (stereo not drawn),2,5,32,0,-1,101,106,2,0,105,/
COc1ccc(NC(=O)CSCCc2ccccn2)cc1OC,0,-1,15,-4,-1,100,105,0,-2,99,-7
O=c1cc(CN2CCCCCC2)nc2sccn12,2,0,18,0,0,100,101,-1,0,101,-31
Cc1ccnc(NC(=O)c2ccoc2C)c1,12,13,5,18,14,99,97,11,15,97,-23
CCS(=O)(=O)N1Cc2ccccc2CC1C(=O)Nc1nnc(SCc2ccc(F)cc2)s1 (stereo not drawn),-1,0,5,0,0,102,98,-1,-3,98,-67
CCC(=O)N1CCc2cc(S(=O)(=O)NCCC(=O)N3CCN(Cc4ccccc4)CC3)ccc21,-1,-1,7,-1,0,102,100,-2,0,94,-34
CCOc1ccc(NC(=S)Nc2ccccc2C2CC2)cc1,-3,-2,18,-11,-17,107,99,-4,-2,100,-40
